Screening data deposited in PubChem by National Center for Advancing Translational Sciences (NCATS).
LMNA splice mod: modulators of lamin A splicing; HeLa LMNA splicing GFP/RFP minigene ratio, 48 h; Potency, µM (highest dose often 46.1 µM), for the others: top-dose ratio change, negative = inhibition, actives largely listed as inhibitors; actives 0.01% (n = 200,000); AID 1487; active = well fitted inhibition curve with a large enough effect in the signal ratio, with a control signal flat, not every such curve was filed as active; inconclusive = small, poorly fitted or top-dose-only effect, or effect the other way, or a change in a side signal; the % refers to the signal ratio; also: % is scaled to controls: 0 for no effect and ±100 for the full control effect
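S3 HeLa stable clones carrying a lamin A-EGFP splicing minigene plus DsRed2 were seeded at 600 cells/well in Opti-MEM with 2% FBS, pin-dosed and incubated 48 h at 37°C. Acumen cytometry (488 nm) gave the GFP/RFP total-intensity ratio.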
Tau fibril ThT: blocks human tau fibril formation measured by thioflavin T; P10636; recombinant tau K18 P301L (four-repeat tau fragment), heparin-induced fibrillization, ThT fluorescence; Potency, µM (doses to about 57.4 µM), inactives show at the top dose activity, negative = inhibition, most hits filed as inhibitors; actives 2.1% (n = 270,000); AID 1460; also: % is scaled to controls: 0 for no effect and ±100 for the full control effect; nearly all actives have a fitted effect of over 55% in size
Target sequence (P10636 561-689 P618L limits assumed): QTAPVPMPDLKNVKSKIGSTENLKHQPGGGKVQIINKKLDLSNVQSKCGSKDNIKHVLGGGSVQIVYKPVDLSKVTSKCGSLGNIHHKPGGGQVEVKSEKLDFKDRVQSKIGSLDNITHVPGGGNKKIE
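Aggregation was driven by heparin (20 uM final) acting on recombinant tau […] bearing P301L in 100 mM sodium acetate pH 7; fibrils were detected with Thioflavin T.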
L3MBTL1 inh: blocks human L3MBTL1 | Q9Y468 | AlphaScreen L3MBTL1–H3K9me1 peptide binding | Potency, µM (titrated, usually from 57.1 µM), without a hit: at the top dose activity, negative = inhibition, usual class: inhibitors | actives 0.66% (n = 230,000); also: % is scaled to controls: 0 for no effect and ±100 for the full control effect; nearly all actives have a fitted effect of over 60% in size
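AlphaScreen assay: L3MBTL1 (50 nM final) was preincubated 30 min at room temperature with biotinylated H3(1-15)K9me1 peptide (75 nM final), then 30 min with library compounds; streptavidin donor and nickel chelate acceptor beads (10 ug/mL final) added, 30 min dark.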
JMJD2E inh: inhibitors of human JMJD2E histone demethylase | JMJD2E catalytic domain, FDH-coupled NADH fluorescence (FDH is formaldehyde dehydrogenase) | AID 2147 | actives 1.6% (n = 230,000) | Potency, µM (doses to about 57.1 µM), inactives show at the top dose activity change, negative = inhibition, usual class: inhibitors; active = well fitted inhibition curve with a large enough effect, not every such curve was filed as active; inconclusive = small, poorly fitted or top-dose-only effect, or another doubt; inactive = no such curve, though single readings can be large or run the other way;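 also: 0% = wells with enzyme and -100% = buffer wells without enzyme; nearly all actives have a fitted effect of over 50% in size; many of its hits are not listed in these tables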
Target sequence (B2RXH2 1-337 limits assumed): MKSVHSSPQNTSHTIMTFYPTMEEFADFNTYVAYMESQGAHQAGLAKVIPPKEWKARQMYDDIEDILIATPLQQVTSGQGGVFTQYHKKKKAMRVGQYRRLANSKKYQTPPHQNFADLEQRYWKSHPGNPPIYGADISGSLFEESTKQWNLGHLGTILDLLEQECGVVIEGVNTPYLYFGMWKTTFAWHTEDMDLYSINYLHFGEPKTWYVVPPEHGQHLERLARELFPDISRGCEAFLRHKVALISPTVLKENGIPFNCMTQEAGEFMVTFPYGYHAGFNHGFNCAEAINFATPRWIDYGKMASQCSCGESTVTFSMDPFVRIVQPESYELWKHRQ
KinaseGlo FLuc: blocks Kinase-Glo luciferase, a counter-screen artifact; Q27757; Kinase-Glo luciferase, ATP luminescence, 8 min; Potency, µM (doses to about 38.3 µM), inactives show at the top dose activity change, negative = inhibition, actives largely listed as inhibitors; actives 0.28% (n = 200,000); AID 1379; also: % is scaled to controls: 0 for no effect and ±100 for the full control effect; nearly all actives have a fitted effect of over 60% in size
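Kinase-Glo luciferase light output from ATP and luciferin was measured with 10 uM ATP, within the enzyme's linear range. Buffer: 50 mM imidazole pH 7.2, 50 mM KCl, 7 mM MgCl2, 0.01% Tween 20, 0.05% BSA; luminescence read after 8 min at ambient temperature.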
SMN2 splice up: enhancers of SMN2 splice variant expression; HEK293 SMN2-luciferase splicing reporter, luminescence, 30-36 h; Potency, µM (titrated, usually from 46.1 µM), for the others: at the top dose activity change, positive = activation, hits mostly activators; actives 2.8% (n = 210,000); AID 1458; also: % of control where 0% means no effect; nearly all actives have a fitted effect of over 55% in size
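HEK293 cells carry an SMN2 […]–luciferase reporter in which exon 7 inclusion puts luciferase in frame. Cells were plated 10-12 h before compound addition, then incubated 30-36 h at 37C. ONE-Glo luminescence was read; sodium butyrate at 4.5 mM final served as control.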
RECQ1 inh: RECQ1 (human) helicase inhibition; P46063; RECQ1 DNA unwinding, red fluorescence kinetic read; Potency, µM (top dose mostly 57.3 µM), for the others: top-dose activity, negative = inhibition, most hits filed as inhibitors; actives 0.54% (n = 240,000); AID 2549;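 also: plate controls were vehicle for no effect and no enzyme for full effect; nearly all actives have a fitted effect of over 30% in size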
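50 nM RECQ1T1 preincubated 15 min with compound in Tris pH 8.0 buffer with MgCl2, DTT, Tween-20 and 2.5 ug/ml poly(dI-dC); started with 200 nM TAMRA/BHQ-2 forked duplex and 2 mM ATP. Unwinding read as fluorescence (525/598 nm), two reads 2 h apart.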
ALDH1A1 inh: inhibitors of human aldehyde dehydrogenase 1A1; Potency, µM (doses to about 75.3 µM), without a hit: at the top dose activity, negative = inhibition, most hits filed as inhibitors; AID 1030; Purified ALDH1A1, NADH fluorescence, propionaldehyde substrate; actives 7.3% (n = 220,000); active = well fitted inhibition curve with a large enough effect, not every such curve was filed as active; inconclusive = small, poorly fitted or top-dose-only effect, or another doubt; inactive = no such curve, though single readings can be large or run the other way;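 also: plate controls were no enzyme wells and a reference inhibitor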
Target sequence (P00352 whole entry, looked up): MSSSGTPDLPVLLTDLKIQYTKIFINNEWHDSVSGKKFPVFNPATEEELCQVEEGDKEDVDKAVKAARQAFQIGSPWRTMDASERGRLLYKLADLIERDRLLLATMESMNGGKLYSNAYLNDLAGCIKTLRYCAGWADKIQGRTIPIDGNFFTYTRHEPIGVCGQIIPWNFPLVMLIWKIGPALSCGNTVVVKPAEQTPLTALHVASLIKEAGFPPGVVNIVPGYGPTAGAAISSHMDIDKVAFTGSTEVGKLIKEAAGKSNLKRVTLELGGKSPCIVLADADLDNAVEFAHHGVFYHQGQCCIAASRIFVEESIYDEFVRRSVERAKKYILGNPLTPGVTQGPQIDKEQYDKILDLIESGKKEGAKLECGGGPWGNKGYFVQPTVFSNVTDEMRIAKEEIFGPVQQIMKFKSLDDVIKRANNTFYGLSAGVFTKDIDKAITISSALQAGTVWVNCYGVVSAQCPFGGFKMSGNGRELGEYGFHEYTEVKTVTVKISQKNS
Numbers without * were called inactive; i = inactive; u = inconclusive; x = no result given; & = joins results of further samples; [ ] = dose if it differs, or a comment. Unless noted, calls follow the shape of the dose curve; as a rule, active = well fitted curve in the direction sought with a large enough effect; inconclusive = small, poorly fitted or top-dose-only effect, or another doubt; inactive = no such curve, though single readings can be large; an effect the other way counts as inactive or inconclusive. Potency is read from the fitted curve at half-maximal effect. An excerpt; the hit share may differ from the screen's.

No.	SMILES	ALDH1A1 inh	RECQ1 inh	SMN2 splice up	Tau fibril ThT	LMNA splice mod	KinaseGlo FLuc	JMJD2E inh	L3MBTL1 inh
1	NCCCCCCCCCCNS(=O)(=O)c1cccc2c(Cl)cccc12	-6%	-11%	x	u	x	-1%	-5%	x
2	Cn1c(=O)[nH]c(=O)c2c1nc1n2CCN1Cc1ccccc1	-5%	-12%	-6%	0%	0%	-2%	0%	1%
3	CC1Cc2cccc3c(O)c(C(=O)c4nn[nH]n4)c(=O)n1c23 (stereo unspecified)	u	-1%	11%	0%	u	-1%	-18%	3%
4	O=[N+]([O-])c1ccc(-n2cnc3ccccc32)c([N+](=O)[O-])c1	u	-5%	x	-16%	x	x	-9%	x
5	O=S(=O)(NCc1ccccc1)c1cnc[nH]1	0%	i	-3%	-8%	7%	-1%	3%	-1%
6	Oc1ccccc1C1=NOC(O)(C(F)F)C1 (stereo unspecified)	1%	i	-12%	2%	0%	-1%	-1%	7%
7	O=C1CC(c2ccco2)Cc2c1cnn2-c1nc2ccccc2s1 (stereo unspecified)	u	9%	-5%	4%	-14%	1%	-2%	4%
8	Cc1ccc(CSc2ncnc3c2cnn3-c2ccc(C)cc2)cc1	7%	-4%	u	-11%	-25%	1%	3%	-1%
9	COc1ccc(-n2c(SCC(=O)C(C)(C)C)nc3ccsc3c2=O)cc1	-12%	0%	-26%	-7%	x	-2%	11%	x
10	Nc1c(Cl)ncnc1NCCO	4%	7%&-2%	x	3%&2%	15%[46 µM]	-4%	3%&5%	14%
11	Cc1cccc(OCc2nnc(SCC(=O)N3CCCC3)n2C)c1	-6%	i	2%	-13%	2%	-3%	5%	0%
12	O=C(Oc1c(-c2ccccc2)c(=O)n2c3c(cccc13)CC2)c1ccccc1	x	-9%	x	u	x	x	u	-12%
13	CN1CCN(c2ccc(NC(=O)c3cccs3)cc2)CC1	0%	i	11µM*	-15%	19%[46 µM]	-9%	1%	-3%
14	Cc1cccc(C(=O)N2CCCN(C(=O)c3cccc(C)c3)CC2)c1	-5%	-14%	-9%	-9%	-11%	-3%	6%	x
15	O=C(CSc1nnc(-c2cccs2)n1-c1ccccc1)Nc1ccccc1	-1%	-5%	-5%	8%	0%	0%	u	2%
16	CCOC(=O)C1CCN(C=Nc2cc(C)on2)CC1	11%	i	39%	0%	9%	0%	5%	x
17	COc1ccccc1Nc1nc(NCc2ccco2)nc(N)c1[N+](=O)[O-]	13%	-8%	x	u	x	x	6%	-3%
18	Cc1ccc(SCCC(=O)NC(C)C)cc1	0%	-3%	3%	-4%	-8%	1%	1%	-7%
19	COc1cc(NS(=O)(=O)c2ccc(NC(=S)NC(=O)c3sc4cc(F)ccc4c3Cl)cc2)nc(OC)n1	8.9µM*	-7%	-10%	u	-1%	-3%	-7%	9%
20	Cc1cccc(N2CCN(C(=O)Cn3cccc3)CC2)c1C	u	-19%	-27%	u	-17%	0%	u	x
21	NC(=S)N/N=C/c1ccccc1	6%	-3%	22%	0%	-17%	2%	-10%	4%
22	CCCCC#Cc1cncc(C(=O)NN)c1	x	-6%	x	1%	x	x	13%	1%
23	COCCOC(=O)C1=C(C)NC(=O)NC1c1cn(-c2ccccc2)nc1-c1cccs1 (stereo unspecified)	-8%	-7%	-34%[inhibitor]	-1%	9%	-5%	2%	-2%
24	COc1ccc(-c2nnc(-c3ccc(Br)o3)o2)cc1OC	-9%	-2%	x	u	1%	x	u	-2%
25	O=C(O)CC1COc2ccccc2N1C(=O)c1ccccc1Cl (stereo unspecified)	7%	i	15%	-10%	x	-2%	5%	x
26	COc1cc(C)ccc1N(CCCN1C(=O)c2cccc3cccc(c23)C1=O)C(=O)c1cccs1	u	-8%	4%	-5%	-2%	4%	u	-11%
27	Cc1cc2c3c(c1)C1(C(=O)N3C(C)(C)CC2C)C(C#N)=C(N)OC2=C1C(=O)CC(C)(C)C2 (stereo unspecified)	u	i	-17%	-14%	-16%	1%	-5%	7%
28	Clc1ccc(-c2nnc(SCc3nc4ccccc4[nH]3)o2)c(Cl)c1	-3%	-2%	-26%	u	u	-4%	u	0%
29	CCCCNC(=O)N(c1c(N)n(Cc2ccccc2)c(=O)[nH]c1=O)C1CCCC1	1%	-17%	9%	1%	x	-2%	u	-8%
30	CCc1ccc(C2(C)SC(NC(C)=O)=NN2C(C)=O)cc1 (stereo unspecified)	16%	i	0%	-5%	0%	1%	0%	1%
31	CCC(Oc1ccccc1)C(=O)NC1C(=O)N2C1SC(C)(C)C2C(=O)O (stereo unspecified)	4%	i	-2%	0%	u	-1%	0%	-2%
32	O=S(=O)(O)c1nc2ccccc2[nH]1	x	-4%	x	-2%	x	x	5%	64%[activator]
33	NC(=O)CNCCC(c1ccccc1)c1ccccc1	-6%&-5%	0%	7%&-10%	-3%&-5%	u	-2%&-6%	4%&-15%	0%
34	Cn1c(=O)c2c(nc(CN3CCN(C(=O)c4ccco4)CC3)n2Cc2ccccc2F)n(C)c1=O	13µM*	-5%	-16%	-12%	-11%	19%	-6%	x
35	C/C(=N\NC(=S)Nc1ccc(F)cc1)c1ccc2c(c1)OCCO2	-2%	-15%	-12%	u	3%	3%	4%	u
36	O=C(COc1c(Cl)cccc1Cl)NN1C(=O)CSC1=S	u	u	4%	u	-7%[9.22 µM]	2%	-2%	-17%
37	COc1ccc(NC(C)C(=O)N/N=C/c2cc(Br)ccc2OC)cc1 (stereo unspecified)	-15%	i	14%	u	u	0%	8%	u
38	N[C@H](C(=O)O)[C@@H]1C[C@@H]1C(=O)O	-2%&7%	-4%&1%	x	-19%&-13%	x	-1%&1%	u	x
39	CC(C)(C)NC(=O)C(c1cccs1)N(Cc1ccc(F)cc1)C(=O)c1csnn1 (stereo unspecified)	-1%	-8%	x	-11%	x	x	-10%	5%
40	O=C(NCCN1CCOCC1)c1cc(-c2ccc(Cl)cc2)on1	11%	-12%	-11%	-6%	0%	4%	4%	0%
41	COc1ccc(N2CCN(C(=O)COCC(=O)O)CC2)cc1	0%	i	-6%	3%	x	-3%	-14%	0%[11.4 µM]
42	CCN1CCN(c2ncc(C(=O)N3CCCc4ccccc43)c3ccccc23)CC1	-8%	i	u	-2%	16%	0%	0%	-7%
43	COc1ccc(OC)c(-c2ccc(C(=O)O)o2)c1	u	-13%[126 µM]	x	u	x	3%[39.9 µM]	x	x
44	Cc1ccc(SCCC(=O)NCc2ccccn2)cc1	22%	-7%	-12%	1%	-20%[46 µM]	6%	3%	x
45	COc1ccc(N2CCN(C(c3cccs3)C(C)NC(=O)c3ccco3)CC2)cc1 (stereo unspecified)	5%	-2%	-28%	-14%	u	5%	u	-10%
46	CCOC(=O)C1=C(CC)Nc2ccccc2N=C1NC(=O)c1ccc(OC)c(S(=O)(=O)N2CCCCC2C)c1 (stereo unspecified)	-14%	-6%	-18%	1%	8%[46 µM]	-4%	2%	u
47	O=C(NCc1ccccc1Cl)c1cnc2n(c1=O)CCS2	14µM*	-1%	-3%	-11%	1%	3%	-14%	x
48	O=C(O)CCC(=O)Nc1ccc(C(=O)OCC(=O)c2ccc(Cl)cc2Cl)cc1	u	0%	x	u	0%[46 µM]	-2%	3%	-4%
49	CCNCc1nc2cc(Cl)ccc2c(=O)[nH]1	3%	-2%	x	-5%	x	x	21%	x
50	COC(=O)c1cc(C)nc(Sc2ccccc2N)n1	3.5µM*	-1%	x	28µM*	x	x	u	-13%
51	Nc1c(C(=O)c2ccccc2)sc2nsc(SCCN3CCCC3)c12	x	-9%	x	16µM*	x	x	6%	-7%
52	CCN(CC)CCN1C(=O)C(=O)/C(=C(/O)c2cnn(-c3ccccc3)c2C)C1c1cccnc1 (stereo unspecified)	0%	-1%	10%	-2%	-4%	3%	-13%	x
53	CC(NCC(O)COC1CCC(C(C)(C)C)CC1)c1ccccc1 (stereo unspecified)	-3%	-11%	-32%[inhibitor]	-6%	x	2%	-10%	x
54	CCC(C)(C)n1nnnc1CN(Cc1cccs1)Cc1cc2cc(OC)ccc2[nH]c1=O	u	-4%	-25%	-14%	u	-1%	u	0%
55	Cc1cccnc1NC(=O)C1c2ccccc2Oc2ccccc21	12%	2%	6%	1%	u	0%	13%	2%
56	CCCc1nn(C)c(C(=O)Nc2cccc(Cl)c2)c1Cl	4%	-7%	-22%	-10%	8%	-5%	12%	29%

(continued)
No.	SMILES	ALDH1A1 inh	RECQ1 inh	SMN2 splice up	Tau fibril ThT	LMNA splice mod	KinaseGlo FLuc	JMJD2E inh	L3MBTL1 inh
57	CCC(C)N=C1Sc2nc3ccc(C)cc3cc2CN1CCOC (stereo unspecified)	14µM*	-5%	-7%	u	x	6%	-9%	15%
58	COc1ccc2c(c1)O[C@@H](c1ccc3c(c1)OCO3)[C@H](OC(=O)NCCOc1ccccc1)C2=O	-7%	-5%	1%	-2%	x	0%	-6%	x
59	Cc1ccc(-c2nc3ncccn3c2NC(=O)C2CC2)cc1	u	-5%	-12%	4%	5%	3%	u	2%
60	CCC(C)C(NC(=O)c1ccccc1NC(=O)c1ccco1)C(=O)O (stereo unspecified)	-3%	i	-17%	8%	1%	-1%	7%	-5%
61	CC(C)c1cc(/C=C(\C#N)C(=O)NCCCc2ccccc2)cc(C(C)C)c1O	-9%	-8%	-58%[inhibitor]	-14%	x	x	x	x
